HDAC3 inhib: blocks human histone deacetylase 3. AID 2718. O15379. inhibition, % at 8.3 µM. recombinant HDAC3, fluorogenic peptide/trypsin coupled, fluorescence. 0.15% of 320,000 active; in the data active = inhibition above about 26%, passing the limit was not always enough; inconclusive = no clear call, values can overlap the other calls
Target sequence (O15379 whole entry, looked up): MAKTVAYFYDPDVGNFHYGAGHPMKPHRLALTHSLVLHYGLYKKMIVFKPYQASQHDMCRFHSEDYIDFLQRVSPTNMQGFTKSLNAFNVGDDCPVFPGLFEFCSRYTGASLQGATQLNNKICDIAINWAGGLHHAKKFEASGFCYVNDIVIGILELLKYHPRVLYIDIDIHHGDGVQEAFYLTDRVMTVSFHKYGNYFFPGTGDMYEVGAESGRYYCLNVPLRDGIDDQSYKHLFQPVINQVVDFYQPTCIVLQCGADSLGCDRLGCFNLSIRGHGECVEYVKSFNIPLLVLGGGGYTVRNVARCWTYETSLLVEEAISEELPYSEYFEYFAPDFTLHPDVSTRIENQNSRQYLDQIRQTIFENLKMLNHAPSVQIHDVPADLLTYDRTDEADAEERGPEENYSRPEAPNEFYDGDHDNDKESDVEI
Dyrk1A ADPGlo: inhibitors of rat Dyrk1A kinase; ADP-Glo luminescence, NFATc1 peptide; inhibition, % at 12.5 µM; 0.43% of 310,000 active; AID 504441; in the data active = inhibition above about 50%;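 also: plate controls were vehicle with enzyme for no effect and no enzyme for full effect; many of its hits are not listed in these tables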
GSK3 alpha inh: human GSK-3 alpha kinase inhibition | ADP-Glo luminescence, 60 min | 0.1% of 320,000 active | inhibition, % at 10 µM;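 in the data active = inhibition above about 50%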;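 also: GST-tagged GSK-3 alpha with peptide substrate and 25 µM ATP; 0% = DMSO neutral wells and 100% = GW8510 positive control wells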
Target sequence (P49840 whole entry, looked up): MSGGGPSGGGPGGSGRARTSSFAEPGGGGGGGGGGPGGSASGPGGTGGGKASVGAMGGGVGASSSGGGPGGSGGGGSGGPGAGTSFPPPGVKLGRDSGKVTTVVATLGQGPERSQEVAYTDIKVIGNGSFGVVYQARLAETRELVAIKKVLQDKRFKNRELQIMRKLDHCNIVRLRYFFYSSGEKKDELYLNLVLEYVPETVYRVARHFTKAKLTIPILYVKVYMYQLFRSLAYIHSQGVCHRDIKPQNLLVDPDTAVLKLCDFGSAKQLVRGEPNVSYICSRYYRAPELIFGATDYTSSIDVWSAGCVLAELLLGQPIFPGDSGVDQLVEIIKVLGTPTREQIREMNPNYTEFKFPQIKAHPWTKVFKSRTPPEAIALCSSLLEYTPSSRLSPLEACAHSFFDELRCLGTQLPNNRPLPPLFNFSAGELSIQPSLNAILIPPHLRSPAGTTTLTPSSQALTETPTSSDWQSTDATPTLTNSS
* hit, by the source's call; u = inconclusive. Not all compounds are listed; the hit share may differ from the screen's.

Every second line gives: HDAC3 inhib	Dyrk1A ADPGlo	GSK3 alpha inh
1: C=C[C@@]1(C)CCC(/C(C)=C/C=C/C(C)(C)O)C[C@@H]1C(=C)C (stereo partly specified)
→ 3	0	-4
2: COc1ccc(NS(=O)(=O)c2ccc(C(=O)N(C)Cc3ccc(C)o3)cc2)cc1
→ 1	-3	0
3: CN(CC(=O)Nc1ccc(F)cc1)C(=O)CN1C(=O)NC2(CCCCC2)C1=O
→ -2	-5	-3
4: CN(C(=O)CN1C(=O)NC2(CCCc3ccccc32)C1=O)C1CCCCC1 (stereo unspecified)
→ 5	0	-2
5: C[n+]1cccc(C(=O)[O-])c1
→ -4	5	-2
6: COc1ccccc1C1=CC(=O)C[C@H](c2ccc3c(c2)OCO3)C1
→ 3	11	-1
7: O=C(NCC(c1cccs1)N1CCOCC1)c1ccc(OCc2ccccc2)cc1 (stereo unspecified)
→ 5	6	0
8: COc1ccc(CCC(=O)NNC(=O)c2cccs2)cc1
→ -6	3	0
9: Cn1nnnc1Sc1ncnc2scc(-c3cccc4c3sc3ccccc34)c12
→ -5	-6	-4
10: CN(C)CC(NC(=O)c1cccc(S(=O)(=O)Nc2ccc3c(c2)OCO3)c1)c1ccccc1 (stereo unspecified)
→ 5	-1	-3
11: O=C(Cn1nc(C(=O)O)c2ccccc2c1=O)Nc1cccc(S(=O)(=O)N2CCOCC2)c1
→ -4	5	5
12: COC(=O)[C@@H](N)Cc1ccc(O)c(O)c1
→ -7	4	-3
13: CCOC(=O)[C@H]1[C@H]2COc3ccc(Cl)cc3[C@@H]2N2C(=O)c3ccc(Cl)cc3NC(=O)[C@@]12C
→ 6	1	-2
14: Cc1ccc(/C=C/C(=O)OCC(=O)NCc2ccc(Cl)cc2)o1
→ 10	1	-2
15: CC(C)Oc1ccc(C(=O)OCC(=O)c2ccc[nH]2)cc1
→ 0	11	-4

Every second line gives: HDAC3 inhib	Dyrk1A ADPGlo	GSK3 alpha inh
16: COc1ccc(S(=O)(=O)N2CCN(c3cnccn3)CC2)cc1
→ -10	-3	-2
17: CCCCN(C(=O)c1c(-c2ccccc2)noc1C)c1c(N)n(CCC)c(=O)[nH]c1=O
→ -3	-1	-1
18: CCS(=O)(=O)N(CC(=O)Nc1cccc2ccccc12)c1ccc(OC)cc1
→ -3	-2	-2
19: O=C(Nc1ccccc1C(=O)NC1CC1)c1ccccc1
→ -7	1	-2
20: O=[N+]([O-])c1cccc(CP(=O)(c2ccccc2)c2ccccc2)c1
→ 8	-2	-1
21: CC(=O)c1ccc(OCC(=O)OCC(=O)Nc2sccc2C(N)=O)cc1
→ 1	13	7
22: COc1ccc2sc(-c3ccc(S(C)(=O)=O)cc3)c(C#CCO)c2c1
→ 6	15	1
23: COC(=O)C1CCN(C(=O)COC(=O)c2cc([N+](=O)[O-])ccc2N2CCOCC2)CC1
→ -1	-4	-1
24: CCC1CCCCN1C(=O)CSc1nnc2nc(C)cc(C)n12 (stereo unspecified)
→ -9	-6	-4
25: COc1ccc(C(=O)NCc2ccccc2C)cc1S(=O)(=O)NC1CCCC1
→ 2	-3	-3
26: CC(NC(=O)Cc1ccc(S(=O)(=O)N2CCCCC2)cc1)c1ccccc1 (stereo unspecified)
→ -3	2	20
27: Cc1nc(C)c(C(=O)OCC(=O)Nc2cccc(C)c2C)s1
→ -2	-9	-4
28: Cc1ccc(S(=O)(=O)N(C)C[C@@H]2Oc3ccc(NC(=O)CCC(F)(F)F)cc3CC(=O)N([C@@H](C)CO)C[C@@H]2C)cc1
→ 6	1	-4
29: C=CC[C@H](CC(=O)NCCO)C(=O)N[C@@H](C)COC(=O)[C@@H](CC=C)CC(=O)OC(C)(C)C
→ -1	1	0
30: O=C(O)c1ccccc1N=N/C(=N/Nc1cc(S(=O)(=O)O)ccc1O)c1ccccc1
→ 20	6	7

Every second line gives: HDAC3 inhib	Dyrk1A ADPGlo	GSK3 alpha inh
31: Nc1cc(N)nc(SCC(=O)NC(=O)NC2CCCC2)n1
→ 0	3	18
32: COc1ccc(CCC(=O)OCC(=O)NCc2ccc(OC)c(OC)c2)cc1OC
→ -6	-1	-1
33: NS(=O)(=O)c1ccc(CCNC(=O)c2ccc(Cl)c(S(=O)(=O)N3CCCCC3)c2)cc1
→ -1	-6	1
34: O=C(COC(=O)c1ccc2ncsc2c1)Nc1ccc(OC(F)(F)F)cc1
→ 0	7	8
35: CC(=O)C[C@@H](O)CC(=O)[C@H]1OC(=O)CCCCCc2ccccc21
→ -3	-1	-2
36: Cc1sc2ncnc(N3CCC(C(=O)Nc4ccc(Cl)c(Cl)c4)CC3)c2c1C
→ 1	1	-4
37: O=C(COC(=O)CSc1ccc([N+](=O)[O-])cc1)NCCC1=CCCCC1
→ 9	3	-2
38: O=C(CSc1nnc(CN2CCCC2)n1-c1ccccc1)c1ccc2c(c1)OCO2
→ -8	-1	-2
39: CCOc1ccc(C(C)NC(=O)CN2C(=O)NC3(CCCCC3)C2=O)cc1OCC (stereo unspecified)
→ -2	-1	4
40: Cc1ccc(S(=O)(=O)N2CCN(C(=O)COC(=O)CCOc3ccccc3)CC2)c(C)c1
→ 5	2	-1
41: C[C@H]1NC(=O)[C@@]2(C)[C@H](c3ccccc3)[C@H]3COc4ccccc4[C@@H]3N2C1=O
→ -1	-4	0
42: Cc1cccc(C(=O)NCC(=O)N2CCC2)c1
→ 1	1	-2
43: COc1ccc(OC)c(CN2CCN(CC(=O)Nc3ccccc3C(=O)NC3CC3)CC2)c1
→ -2	4	1
44: COc1ccc([C@@H](NC(=O)OC(C)(C)C)C(=O)OC(C)(C)C)cc1
→ 7	-2	-1
45: O=C(COc1cc(F)ccc1[N+](=O)[O-])NCC1CCCO1 (stereo unspecified)
→ 1	-5	0

Every second line gives: HDAC3 inhib	Dyrk1A ADPGlo	GSK3 alpha inh
46: Cc1ccc(CSc2nnc(-c3cccc4ccccc34)o2)cc1
→ -5	-10	1
47: CCOc1ccc(C(=O)CCC(=O)Nc2ccncc2)cc1
→ 1	4	19
48: Cc1c(C(=O)NCc2ccccn2)oc2c(Cl)cccc12
→ 4	5	-1
49: CCOC(=O)C1=C(COC(=O)CCc2ccc(F)cc2)NC(=O)NC1C (stereo unspecified)
→ 1	-2	-3
50: O=C(CCS(=O)(=O)c1ccccc1)NNC(=O)CSc1ccccc1F
→ -6	-4	-5
51: Cc1cc2occ(CC(=O)N(C)CC(=O)Nc3ccccc3C(F)(F)F)c2cc1C
→ 4	4	0
52: COc1ccc(S(=O)(=O)N2CCOCC2)cc1NC(=O)CSc1ncccn1
→ -4	4	-2
53: NC(=O)C1CCN(c2nc(-c3cccnc3)cs2)CC1
→ 2	-2	0
54: C=CC[C@@H](CC(=O)N(CCO)Cc1ccccc1)C(=O)N[C@H](COC(=O)[C@@H](CC=C)CC(=O)OC(C)(C)C)Cc1c[nH]c2ccccc12
→ 50*	1	-2
55: Cc1cc(OCCCC(=O)Nc2nnc(C3CC3)s2)ccc1Cl
→ 2	5	-8
56: COc1cc(C(=O)OCC(=O)NC2CCCCC2)cc(OC)c1OC
→ -3	1	1
57: O=C(NCc1ccc2c(c1)OCO2)c1c(-c2ccccc2)sc2ccccc12
→ 1	8	2
58: C[C@@]12CCC3[C@@](CCC4[C@@]3(C)CCC[C@@]4(C)C(=O)NCc3ccccc3)(CC1=O)C2 (stereo partly specified)
→ 5	4	0
59: Cc1noc(C)c1NC(=O)Nc1cccc2c1O[C@H](CN(C)C(=O)NC1CCCCC1)[C@@H](C)CN([C@H](C)CO)C2=O
→ 0	11	0
60: Cc1cc(C)n(CC(=O)NNC(=O)CC(C)c2ccccc2)n1 (stereo unspecified)
→ 5	4	0

Every second line gives: HDAC3 inhib	Dyrk1A ADPGlo	GSK3 alpha inh
61: CC(=O)c1ccc(N2CCN(CC(=O)Nc3ccccc3C(=O)NC3CC3)CC2)c(F)c1
→ -5	7	-2
62: Cc1cc(C)c(NC(=O)CN(C)CC(=O)Nc2cccc(S(=O)(=O)N(C)c3ccccc3)c2)c(C)c1
→ 2	-2	1
63: CC(Oc1cccc(Br)c1)C(=O)NNC(=O)CCNC(=O)c1ccccc1Cl (stereo unspecified)
→ -8	-2	0
64: N#Cc1ccccc1OCC(=O)Nc1ccc2c(c1)OCCO2
→ 0	-12	-2
65: C#CCOCCOCCOCCNc1nc(N2CCN(C(=O)CCCCCCCCCCNC(=O)[C@H](CCCCN)n3cc(C)nn3)CC2)nc(N2CCN(C(=O)CCCCCCCCCCNC(=O)[C@H](CO)n3cc(CCCSC)nn3)CC2)n1
→ 17	26	10
66: CC(C)(C)c1ccc(NC(=O)CSc2n[nH]c(=O)n2C2CC2)cc1
→ u	1	0
67: CC(C)COC(=O)N1CCN(S(=O)(=O)c2ccc3c(c2)CCC3)CC1
→ 4	-4	-3
68: O=C(Cc1cccs1)Nc1cc(S(=O)(=O)N2CCCCC2)ccc1Cl
→ -1	3	0
69: CCN1C[C@@H]2[C@@H]3C(=O)N(Cc4ccccc4)C(=O)[C@@H]3[C@](CC)(C1=O)N2C(=O)c1ccc(C(F)(F)F)cc1
→ -7	6	-4
70: Cc1cc(F)ccc1S(=O)(=O)Nc1ccc(C(=O)N2CCCCCC2)cc1
→ 2	-7	-1
71: Cc1ccc(NC(=O)CN2C(=O)NC(C)(C3CC3)C2=O)c([N+](=O)[O-])c1 (stereo unspecified)
→ -2	-1	-1
72: CSCCC(NC(=O)COc1ccccc1)C(=O)N(C)Cc1cccc(F)c1 (stereo unspecified)
→ 0	-2	-2
73: COc1ccccc1NC(=O)C(C)N(C)CC(=O)Nc1cccc2ccccc12 (stereo unspecified)
→ -2	-2	-2
74: CC(=O)c1ccc(NC(=O)COC(=O)CCC2CCCC2)cc1
→ 8	-3	-2
75: COc1ccc(-c2cc3cc(F)ccc3cn2)cc1
→ -6	10	-3

Every second line gives: HDAC3 inhib	Dyrk1A ADPGlo	GSK3 alpha inh
76: COc1ccc(NS(=O)(=O)c2ccc(C(=O)NCC3(N4CCOCC4)CCCCC3)cc2)cc1
→ 7	1	-3
77: C[C@H](CO)N1C[C@H](C)[C@@H](CN(C)Cc2ccncc2)Oc2c(NS(=O)(=O)c3cccs3)cccc2C1=O
→ -15	-1	-1
78: COc1ccc2c(c1)OC[C@H]1[C@H]2N2C(=O)CN(Cc3ccc(Cl)cc3)C(=O)[C@@]2(C)[C@H]1c1ccccc1
→ -1	-1	-2
79: COC(=O)[C@]1(C)N[C@H](c2ccc(-c3cccc(Cl)c3)cc2)[C@@H]2C(=O)N(C)C(=O)[C@@H]21
→ 4	9	-2
80: CCN(C(=O)COC(=O)CCNS(=O)(=O)c1ccccc1F)c1c(N)n(Cc2ccccc2)c(=O)[nH]c1=O
→ -2	-3	0
81: CCN(CC)C(=O)c1cccc(NC(=O)c2cc(C3CC3)nc3c2cnn3C(C)C)c1
→ 2	-6	-1
82: O=C(COC(=O)CNC(=O)c1ccccc1F)Nc1ccc(Cl)cn1
→ 5	2	3
83: Nn1c(SCC(=O)NCc2ccc3c(c2)OCO3)nnc1C(F)(F)F
→ -5	-8	-6
84: Cc1ccc(C(C)C)c(OCC(=O)NNCC(=O)Nc2cccc(F)c2)c1
→ 16	0	2
85: Cc1ccc2nc(-c3ccccc3)cc(C(=O)N3CCN(S(=O)(=O)c4c(C)noc4C)CC3)c2c1
→ -7	1	19
86: CCCNC(=O)C1(CC2CC(c3ccccc3)=NO2)CCN(C(=O)C2CCCC2)CC1 (stereo unspecified)
→ 0	-4	-2
87: O=C(O)CN1C(=O)N/C(=C\c2cccn2-c2ccc(P(=O)(O)O)cc2)C1=O
→ 0	1	2
88: COc1ccc(-c2oc(=O)c3cc(OC)c(OC)cc3c2C#CCCO)cc1
→ -23	1	-2
89: O=C(NCC(c1ccco1)N1CCCCC1)c1cccs1 (stereo unspecified)
→ 3	4	-1
90: Nc1c(Cl)cc(-c2cn(CCC(=O)O)c(-c3ccc(Cl)nc3)n2)cc1Cl
→ 0	-8	-2
91: CC(=O)c1ccc(S(=O)(=O)N2CCN(CC(=O)Nc3ccc(Cl)c([N+](=O)[O-])c3)CC2)cc1
→ -3	5	-1
92: O=C(COC(=O)c1cccnc1Cl)NC1CCCCCC1
→ 0	4	-1

Grouped by structure: the entries above with a thiophene ring, fused or not (ten)
Every second line gives: HDAC3 inhib	Dyrk1A ADPGlo	GSK3 alpha inh
7: O=C(NCC(c1cccs1)N1CCOCC1)c1ccc(OCc2ccccc2)cc1 (stereo unspecified)
→ 5	6	0
8: COc1ccc(CCC(=O)NNC(=O)c2cccs2)cc1
→ -6	3	0
9: Cn1nnnc1Sc1ncnc2scc(-c3cccc4c3sc3ccccc34)c12
→ -5	-6	-4
21: CC(=O)c1ccc(OCC(=O)OCC(=O)Nc2sccc2C(N)=O)cc1
→ 1	13	7
22: COc1ccc2sc(-c3ccc(S(C)(=O)=O)cc3)c(C#CCO)c2c1
→ 6	15	1
36: Cc1sc2ncnc(N3CCC(C(=O)Nc4ccc(Cl)c(Cl)c4)CC3)c2c1C
→ 1	1	-4
57: O=C(NCc1ccc2c(c1)OCO2)c1c(-c2ccccc2)sc2ccccc12
→ 1	8	2
68: O=C(Cc1cccs1)Nc1cc(S(=O)(=O)N2CCCCC2)ccc1Cl
→ -1	3	0
77: C[C@H](CO)N1C[C@H](C)[C@@H](CN(C)Cc2ccncc2)Oc2c(NS(=O)(=O)c3cccs3)cccc2C1=O
→ -15	-1	-1
89: O=C(NCC(c1ccco1)N1CCCCC1)c1cccs1 (stereo unspecified)
→ 3	4	-1

Compound activity deposited in PubChem BioAssay by Broad Institute.
